PolyA inhibitor: inhibitors of polyadenylation in S. cerevisiae | S. cerevisiae SKY197-pL101 polyadenylation reporter, beta-gal luminescence; efflux-impaired pdr1/pdr3 knockout yeast; score 100 = 6 SD above DMSO | calls only at 12 µM | 0.02% of 300,000 active | AID 1875;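 active means lowest replicate activity score at least 50, where 100 means six control SD above control mean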;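 further: yeast exposed to compound for 9 h at 30 °C; higher score means more reporter readthrough which indicates perturbed polyadenylation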
hERG protect: hERG (human) protection from proarrhythmic block. Q12809. CHO-hERG, FluxOR thallium flux, dofetilide IC70 present. activation (rescue from dofetilide block), less the hit threshold, % at 10 µM. 0.51% of 310,000 active. AID 1511;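 active means activation above the mean of controls blocked by dofetilide plus 5 SD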;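 further: thallium influx through hERG after potassium depolarization seen as dye fluorescence rise; in these data hits start at about 4.7%; inactives centre near -7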
RGS4 inh: human RGS4 inhibition; HEK293 M3R/RGS4 inducible, Fluo-4 calcium flux; active compounds read high; triggered by carbachol at its EC20; 0.45% of 310,000 active; P49798; B-score at 10 µM;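 active means B-score, a plate-corrected calcium signal, over three deviations above library mean, with baseline fluorescence within five deviations of library mean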;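 further: RGS4 expression induced by doxycycline in cells with stable M3 receptor; B-score is computed from the integrated fluorescence ratio over baseline after carbachol; higher B-score means a larger calcium signal and so more RGS4 inhibition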
Target sequence (P49798 whole entry, looked up): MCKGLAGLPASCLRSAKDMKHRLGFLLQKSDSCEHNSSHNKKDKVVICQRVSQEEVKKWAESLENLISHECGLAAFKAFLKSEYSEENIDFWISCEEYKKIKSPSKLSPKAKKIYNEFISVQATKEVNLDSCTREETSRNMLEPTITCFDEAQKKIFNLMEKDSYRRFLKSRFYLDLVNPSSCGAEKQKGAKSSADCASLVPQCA
RGS4 act: RGS4 potentiation or activation. HEK293 M3R/inducible RGS4, carbachol calcium flux Fluo4; active compounds read low. B-score at 10 µM. 0.92% of 310,000 active. AID 463111;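 active means B-score of the integrated calcium signal more than 4 SD below the library mean, with starting fluorescence not abnormally high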;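 further: negative B-score means reduced calcium response which marks RGS4 activation or potentiation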
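Detection: kinetic calcium fluorescence imaging with Fluo4-AM dye, 2 µM / Material: HEK293 cells with stable M3R and inducible RGS4 / Schedule: recording 10 s baseline at 1 Hz, 100 s post-agonist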
DYRK1A inh: blocks rat Dyrk1A kinase activity; inhibition, % at 12.5 µM; 0.43% of 310,000 active; ADP-Glo luminescence, NFATc1 peptide; Q63470; in the data active means inhibition above about 50%;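 further: plate controls were vehicle with enzyme for no effect and no enzyme for full effect; many of its hits are not listed in these tables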
KCNQ1 inh: blocks the human KCNQ1 potassium channel | CHO-K1 KCNQ1, FluxOR thallium flux fluorescence; active compounds read high | 1.3% of 310,000 active | P51787 | B-score at 10 µM | AID 2642;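 active means compounds whose thallium flux B-score, printed positive for inhibition, exceeds three library SD while starting fluorescence stays within three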;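 further: channel opened by potassium depolarization with thallium stimulus after 20 min compound exposure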
Target sequence (P51787 whole entry, looked up): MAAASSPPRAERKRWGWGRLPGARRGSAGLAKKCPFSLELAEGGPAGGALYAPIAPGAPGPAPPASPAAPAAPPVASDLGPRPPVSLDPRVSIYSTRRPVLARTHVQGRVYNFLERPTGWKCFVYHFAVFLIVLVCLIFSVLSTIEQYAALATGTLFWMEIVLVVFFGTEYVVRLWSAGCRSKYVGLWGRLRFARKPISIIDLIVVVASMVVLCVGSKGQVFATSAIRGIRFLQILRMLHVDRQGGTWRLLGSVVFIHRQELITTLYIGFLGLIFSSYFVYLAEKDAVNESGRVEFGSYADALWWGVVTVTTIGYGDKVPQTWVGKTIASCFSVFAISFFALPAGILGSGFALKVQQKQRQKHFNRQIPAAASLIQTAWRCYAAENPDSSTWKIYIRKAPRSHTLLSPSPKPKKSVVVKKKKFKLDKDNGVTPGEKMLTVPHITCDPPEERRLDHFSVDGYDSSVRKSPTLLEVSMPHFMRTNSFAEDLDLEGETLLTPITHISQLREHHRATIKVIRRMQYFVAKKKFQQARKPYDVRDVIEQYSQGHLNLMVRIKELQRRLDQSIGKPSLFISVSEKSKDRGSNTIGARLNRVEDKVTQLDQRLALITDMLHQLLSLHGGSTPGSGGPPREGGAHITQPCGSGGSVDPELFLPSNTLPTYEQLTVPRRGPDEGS
GSK3B inh: human GSK3beta kinase inhibition | P49841 | GST-GSK3beta kinase, ADP-Glo luminescence, 60 min; active compounds read low | activity score (negative = inhibition), % at 10 µM | 0.038% of 300,000 active | AID 2097;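 active means more than half of replicate wells score below -50%, meaning over 50% inhibition versus plate controls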;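 further: 0% = median DMSO wells and -100% = median GW8510 positive control wells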
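Assay system: GST-tagged human GSK3beta kinase, cell-free; Input: 1.6 ng GSK3beta; Medium: Tris/MgCl2 kinase buffer; Timing: 60 min enzyme reaction, room temperature; Signal: ADP-Glo luminescence quantifying ADP generated by kinase; Evaluation: score relative to plate controls; Benchmarks: DMSO neutral wells and GW8510 at 20 µM as positive.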
KCNQ1 act: potentiators or activators of human KCNQ1 potassium channel; P51787; CHO-K1 KCNQ1, thallium flux FluxOR fluorescence; active compounds read high; B-score at 10 µM; 0.35% of 310,000 active; AID 2648;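 active means fluorescence ratio B-score, a plate-corrected score, at least three library SD, with initial intensity B-score within 5 SD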
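Doses: Single concentration per compound, DMSO matched to controls | Test system: KCNQ1-transfected CHO-K1 cells | Timing: 90 min dye loading and 20 min compound exposure, both at room temperature | Measured by: Kinetic FluxOR thallium fluorescence, 10-s 1-Hz baseline, 110-s post-stimulus read | Medium: Assay buffer with matched DMSO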
KCNK3 inh: human KCNK3 channel inhibition, primary screen. O14649. 0.84% of 340,000 active. AID 602410. B-score at 10 µM. CHO-KCNK3 thallium flux, FluxOR fluorescence; active compounds read low;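 active means B-score under library mean minus 4 SD, starting fluorescence ratio at most library mean plus 5 SD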;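 further: more negative B-score means stronger inhibition of thallium flux through KCNK3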
GSK3A inh: inhibitors of human GSK-3 alpha kinase; 0.1% of 320,000 active; AID 2650; inhibition, % at 10 µM; ADP-Glo luminescence, 60 min;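 in the data active means inhibition above about 50%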;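 further: GST-tagged GSK-3 alpha with peptide substrate and 25 µM ATP; 0% = DMSO neutral wells and 100% = GW8510 positive control wells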
KCNK9 block: inhibitors of human KCNK9 two-pore domain potassium channel; Q9NPC2; HEK293 KCNK9, FluxOR thallium flux fluorescence; active compounds read low; B-score at 10 µM; 1.2% of 310,000 active; AID 488922;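 active means ratio B-score over 3 SD below the library mean, with starting fluorescence within 5 SD of its mean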;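 further: negative B-score means less thallium flux so channel inhibition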
The depositor's hits bear a star; i = inactive; x = no result given.

Compound	PolyA inhibitor	hERG protect	RGS4 inh	RGS4 act	DYRK1A inh	KCNQ1 inh	GSK3B inh	KCNQ1 act	KCNK3 inh	GSK3A inh	KCNK9 block
CCc1nc2ccccc2n1CC(=O)OCC(=O)N(CC(C)C)c1c(N)n(Cc2ccccc2)c(=O)[nH]c1=O	i	-7.0	i	i	-6.9	i	-4.2	i	i	x	i
O=c1[nH]c(SCc2ccccc2Cl)nc2[nH]ncc12	i	-5.3	i	i	0.7	i	1.5	i	i	-0.5	i
CC1(C)C(C(=O)O)N2C(=O)C(NC(=O)Cc3ccccc3)C2S1=O (configuration not stated)	i	-7.8	i	i	-2.7	i	x	i	i	-1.8	i
CCc1ccccc1N1C(=O)C2C3CC(=O)C(c4ccccc43)C2C1=O (configuration not stated)	i	-9.2	i	i	-2.5	i	-3.9	i	i	-0.8	i
O=C(NCC1CCCO1)c1cc(Br)c(Br)s1 (configuration not stated)	i	-6.4	i	i	17.9	i	-0.1	i	i	5.0	i
O=C(Oc1cccc(C(=S)N2CCOCC2)c1)c1ccccc1	i	-3.4	i	i	1.9	i	0.2	i	i	-0.6	i
COCCn1c(SCC(=O)Nc2ccccc2F)nc2c(c1=O)SCC2	i	-6.7	i	i	-4.4	i	0.6	i	i	-2.2	i
COc1ccc(C(=O)C[n+]2ccccc2/C=N/O)cc1	i	-12.2	i	i	-1.9	i	-1.9	i	i	-2.2	i
Cc1ccc(Cn2nc(C)c(NC(=O)C3CC3)c2C)cc1	i	-10.8	i	i	3.4	i	-0.3	i	i	-10.6	i
O=C1c2ccccc2C(=O)N1CCc1nc2ccccc2c(=O)n1Cc1ccco1	i	-14.7	i	i	-2.6	i	-0.3	i	i	2.3	i
CCOc1ccc2[nH]c(=O)c(CN(CCN3CCCC3)C(=S)Nc3ccccc3OC)cc2c1	i	-3.5	i	i	-5.3	i	-2.2	i	i	2.1	i
COc1ccc(N(CC(=O)NN=C2CCCCCCC2)S(=O)(=O)c2ccccc2)cc1Cl	i	-4.3	i	i	4.5	i	-0.2	i	i	x	i
COc1cccc(C(=O)NCCCNC(=O)c2ccco2)c1	i	-5.0	i	i	-1.9	i	5.4	i	i	-0.3	i
COC(=O)c1sc(N)c(C(=O)OC)c1COC(=O)[C@@H](NS(=O)(=O)c1cccc(Cl)c1)C(C)C	i	-10.7	i	i	0.7	i	1.1	i	i	-1.0	i
Cc1[nH]n(-c2nc(-c3cccc([N+](=O)[O-])c3)cs2)c(=O)c1C	i	-5.5	i	i	-13.6	i	3.8	i	i	2.0	i
CC(=O)N(C)c1cccc(-c2ccc3nnc(C)n3n2)c1	i	-6.5	i	i	8.0	i	-1.0	i	i	-0.5	i
Cn1c(=O)oc2cc(S(=O)(=O)Nc3ccc(Cl)cc3F)ccc21	i	-0.1	i	i	3.2	i	0.4	i	i	-5.4	i
C(=Nc1ccc(N2CCOCC2)cc1)c1c[nH]c2ccccc12	i	-16.2	i	i	15.5	i	6.9	i	i	-1.4	i
CCN(CC)c1ccc(/C=c2\sc3nnc(-c4ccccc4Cl)n3c2=O)cc1	i	9.3*	i	i	-1.3	7*	-1.2	i	i	-5.4	-11.2*
Cn1c2ccc(F)cc2c2ncn(CCCN(CCO)CCO)c(=O)c21	i	-7.7	i	i	23.6	i	-1.5	i	i	-0.1	i
CCOC(=O)C1CCCN(S(=O)(=O)c2ccc(C)cc2)C1 (configuration not stated)	i	-9.5	i	i	1.7	i	-0.2	i	i	-0.2	i
CC(=O)C1=C(c2ccccc2)NC(=S)NC1c1ccc(O)c(O)c1 (configuration not stated)	x	-15.8	i	i	-3.6	i	3.6	i	i	1.4	i
Cc1ccc(Oc2ccc(OCC(=O)NC(CC(C)C)C(=O)O)cc2)cc1 (configuration not stated)	i	4.9*	i	i	x	i	2.3	i	i	0.0	i
Cc1cc(CCCCCCCCc2cc(C)cc(=O)o2)oc(=O)c1	i	-10.2	i	i	x	i	-0.2	i	i	-0.6	i

Some of the entries above, reformatted.
Values run as follows: PolyA inhibitor, hERG protect, RGS4 inh, RGS4 act, DYRK1A inh, KCNQ1 inh, GSK3B inh, KCNQ1 act, KCNK3 inh, GSK3A inh, KCNK9 block
COc1cccc(C(=O)NCCCNC(=O)c2ccco2)c1
  i, -5.0, i, i, -1.9, i, 5.4, i, i, -0.3, i
COC(=O)c1sc(N)c(C(=O)OC)c1COC(=O)[C@@H](NS(=O)(=O)c1cccc(Cl)c1)C(C)C
  i, -10.7, i, i, 0.7, i, 1.1, i, i, -1.0, i
Cc1[nH]n(-c2nc(-c3cccc([N+](=O)[O-])c3)cs2)c(=O)c1C
  i, -5.5, i, i, -13.6, i, 3.8, i, i, 2.0, i
CC(=O)N(C)c1cccc(-c2ccc3nnc(C)n3n2)c1
  i, -6.5, i, i, 8.0, i, -1.0, i, i, -0.5, i
Cn1c(=O)oc2cc(S(=O)(=O)Nc3ccc(Cl)cc3F)ccc21
  i, -0.1, i, i, 3.2, i, 0.4, i, i, -5.4, i
C(=Nc1ccc(N2CCOCC2)cc1)c1c[nH]c2ccccc12
  i, -16.2, i, i, 15.5, i, 6.9, i, i, -1.4, i
CCN(CC)c1ccc(/C=c2\sc3nnc(-c4ccccc4Cl)n3c2=O)cc1
  i, 9.3*, i, i, -1.3, 7*, -1.2, i, i, -5.4, -11.2*
Cn1c2ccc(F)cc2c2ncn(CCCN(CCO)CCO)c(=O)c21
  i, -7.7, i, i, 23.6, i, -1.5, i, i, -0.1, i
CCOC(=O)C1CCCN(S(=O)(=O)c2ccc(C)cc2)C1 (configuration not stated)
  i, -9.5, i, i, 1.7, i, -0.2, i, i, -0.2, i

Other records follow:
Compound	PolyA inhibitor	hERG protect	RGS4 inh	RGS4 act	DYRK1A inh	KCNQ1 inh	GSK3B inh	KCNQ1 act	KCNK3 inh	GSK3A inh	KCNK9 block
Cc1ccc(-n2nnnc2SCC(=O)Nc2cccc(NC(=O)c3ccco3)c2)cc1C	i	-1.4	i	i	0.1	i	0.0	i	i	-4.6	i
COc1ccc(-n2c(C)cc(=O)c3c2CC(C)(C)CC3=O)cc1	i	-5.7	i	i	-1.8	i	0.2	i	i	-0.8	i
COc1ccccc1N1CCN(C2CCCN(C(=O)c3cscn3)C2)CC1 (configuration not stated)	i	-2.2	i	i	x	i	4.0	i	i	-2.8	i
NC1=NC(=O)/C(=C/c2ccc(OCC(=O)O)cc2)S1	i	-7.4	i	i	-2.4	i	-2.3	i	i	-2.0	i
Cn1c(CN2CCOCC2)nnc1SCc1ccc(C#N)cc1	i	-7.8	i	i	-3.9	i	2.7	i	i	-1.1	i
CCCNC(=O)N1CCN(Cc2ccco2)CC1	i	-7.9	i	i	-7.8	i	-0.3	i	i	x	i
COC(=O)Cn1c(CN(Cc2ccccc2)Cc2ccccc2)nc2c1c(=O)[nH]c(=O)n2C	i	-7.9	i	i	-2.2	i	1.2	i	i	0.8	i
O=C(Nc1ccc(S(=O)(=O)Nc2ccccn2)cc1)c1cccc(Cl)c1	i	-8.2	i	i	5.0	i	-3.1	i	i	1.8	i
Cc1cc(C)c([C@@H]2C[C@H]3CN(C4CCCC4)C(=O)[C@]34CCCN24)c(-n2cccn2)c1	i	-17.7	i	i	1.0	i	1.3	i	i	0.0	i
Cc1ccsc1C1Nc2ccccc2C(=O)N1O (configuration not stated)	i	0.9	i	i	3.0	i	-2.2	i	i	0.9	i
Cn1c(C(=O)N2CCN(C(=O)c3ccco3)CC2)cc2c(=O)n(C)c3ccccc3c21	i	-10.9	i	i	22.8	i	-3.8	i	i	x	i
CCOc1ccc(-c2nnn(CC(=O)NCc3ccccc3)n2)cc1	i	-6.6	i	i	-5.6	i	1.4	i	i	0.3	i
Cc1ccc(NC(=S)N(CCCN2CCCC(C)C2)Cc2ccco2)cc1C (configuration not stated)	i	-13.6	i	i	3.0	i	0.9	i	i	1.1	i
CC1CCCN(C(=O)NC(=O)c2ccc(Cl)cc2)C1 (configuration not stated)	i	-12.2	i	i	3.3	i	3.5	i	i	-1.2	i
CCCN1CCN(C(=O)c2ccc(Sc3ccc(C)cc3)c(NC(C)=O)c2)CC1	i	-5.7	i	i	x	i	-5.7	i	i	x	i
O=C(Nc1nc(-c2cc3ccccc3o2)cs1)c1ccc(S(=O)(=O)N2CCCC2)cc1	i	-10.8	i	i	9.9	i	-1.6	i	i	-0.4	i
CC(C)N(Cc1ccccc1)C(=S)Nc1ccc(F)cc1	i	13.8*	i	i	x	i	-2.6	i	i	-0.2	i
COC(=O)CSc1ccc2nnc(CCNS(=O)(=O)c3ccc(C)cc3)n2n1	i	-20.9	i	i	-2.3	i	0.0	i	i	-1.7	i
Cc1sc2ncnc(SCC(=O)NNC(=O)c3ccco3)c2c1C	i	-8.8	i	i	-3.6	i	2.1	i	i	1.2	i
O=C(/C=C/c1ccc(-c2cccc([N+](=O)[O-])c2)o1)N1CCOCC1	i	0.2	i	i	x	i	-7.5	i	i	-1.5	i
CCOC(=O)C1CCCN(S(=O)(=O)c2cc(OCC(N)=O)c(C)cc2Cl)C1 (configuration not stated)	i	-4.2	i	i	-5.1	i	1.2	i	i	-0.3	i
COc1ccccc1Nc1nc(N)nc(CCl)n1	i	-8.0	i	i	2.2	i	-4.0	i	i	-7.0	i
COc1cc(C(C)=O)ccc1COc1ccc(C(=O)OCC(=O)NC(C)(C)C)cc1OC	i	-4.6	i	i	-3.1	i	3.5	i	i	-0.8	i
Cn1nnnc1SCc1nnc(-c2ccc(Cl)cc2)o1	i	-4.4	i	i	-0.8	i	-4.5	i	i	0.8	i
CCCn1c(CC)nc([N+](=O)[O-])c1Sc1ccc(C)cc1	i	-11.3	i	i	-5.9	i	-3.4	i	i	-0.4	i
CC(C)(C)OC(=O)N[C@@H](Cc1ccccc1)c1nnc(SCC(N)=O)o1	i	-2.9	i	i	x	i	-0.7	i	i	4.3	i

The list is partial; the hit share may differ from the screen's.
